CRFBP-R2 block = CRF-BP/CRF-R2 complex antagonism | HEK293 CRF-R2/CRF-BP, CRF-induced calcium fluorescence | inhibition, % at 11.8 µM | hit rate 0.59% among 350,000;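 active = inhibition of the ligand-induced calcium signal above about 50% at the single tested concentration, limit read from the data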
CRFR2-BP ag = agonists of human CRF-binding protein/CRF-R2 receptor complex; HEK293 CRF-R2/CRF-BP, calcium dye fluorescence (FLIPR); percent of saturating CRF peptide response; activation, % at 13.2 µM; hit rate 0.46% among 350,000; AID 588473;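 active = activation of at least 50%, plus an integration ratio under a set limit after plate pattern correction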;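 also: plate controls were neutral control wells without compound for no effect and CRF at EC100 for full effect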
CHRM5 PAM = potentiates acetylcholine response at human M5 receptor; CHO-K1 hM5, Fluo-8 calcium, ACh EC20 PAM; 0% = ACh EC20, 100% = ACh EC100; activation, % at 3 µM; hit rate 0.3% among 360,000; AID 624038;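 active = activation above the run cutoff, the mean activation of all test compounds plus 3 SD, cut at about 18% in these data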
Target sequence (P08912 whole entry, looked up): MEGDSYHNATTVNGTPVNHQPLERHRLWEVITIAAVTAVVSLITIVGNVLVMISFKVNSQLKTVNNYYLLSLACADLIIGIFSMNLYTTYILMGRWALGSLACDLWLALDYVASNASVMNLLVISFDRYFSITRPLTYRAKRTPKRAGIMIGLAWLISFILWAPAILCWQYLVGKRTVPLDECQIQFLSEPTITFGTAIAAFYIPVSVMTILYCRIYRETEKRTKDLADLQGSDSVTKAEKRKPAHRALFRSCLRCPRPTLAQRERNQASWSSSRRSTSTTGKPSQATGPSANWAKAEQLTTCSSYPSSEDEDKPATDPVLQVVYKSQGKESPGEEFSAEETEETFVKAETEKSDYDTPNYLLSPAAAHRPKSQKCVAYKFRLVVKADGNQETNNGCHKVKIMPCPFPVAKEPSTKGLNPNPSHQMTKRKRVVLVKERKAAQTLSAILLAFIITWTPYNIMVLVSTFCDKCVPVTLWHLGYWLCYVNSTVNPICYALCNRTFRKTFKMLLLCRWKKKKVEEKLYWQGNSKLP
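Probe or stimulus: acetylcholine, EC20 level; Assay system: human M5 receptor in CHO-K1 cells; Schedule: compound preincubation 140 s before EC20 acetylcholine addition; Technique: intracellular calcium via Fluo-8 fluorescence; Dosing: single-point, 3 µM nominal; Read-out basis: percent activation from peak-over-basal fluorescence ratio, scaled EC20-to-EC100 acetylcholine; Repeats: one well per compound, no replicates.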
M1 PAM = human CHRM1 positive allosteric modulation; P11229; CHO-K1 hM1, Fluo-8 calcium fluorescence, ACh EC20; 0% = ACh EC20, 100% = maximal ACh; activation, % at 3 µM; AID 588819; hit rate 0.088% among 360,000; in the data active = activation above about 19%, passing the limit was not always enough
Target sequence (P11229 whole entry, looked up): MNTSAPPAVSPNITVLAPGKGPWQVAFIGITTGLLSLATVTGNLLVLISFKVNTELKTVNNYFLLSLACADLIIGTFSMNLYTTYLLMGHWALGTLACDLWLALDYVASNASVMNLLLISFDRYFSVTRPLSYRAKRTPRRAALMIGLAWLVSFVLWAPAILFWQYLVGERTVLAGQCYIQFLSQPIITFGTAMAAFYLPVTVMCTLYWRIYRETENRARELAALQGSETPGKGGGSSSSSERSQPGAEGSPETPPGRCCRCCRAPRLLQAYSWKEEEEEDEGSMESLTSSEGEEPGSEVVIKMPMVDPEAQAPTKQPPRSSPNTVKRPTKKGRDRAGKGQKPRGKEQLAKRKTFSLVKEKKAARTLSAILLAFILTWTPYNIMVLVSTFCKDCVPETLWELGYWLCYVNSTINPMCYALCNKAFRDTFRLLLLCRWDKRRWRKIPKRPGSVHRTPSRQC
M5 ag = CHRM5 agonism in calcium assay; P08912; hit rate 0.19% among 360,000; activation, % at 3 µM; CHO-K1 hM5 cells, Fluo-8 calcium fluorescence; 0% DMSO wells, 100% maximal acetylcholine response;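 active = activation above the run's mean over test compounds plus 3 SD, cut at about 23% in these data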;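 also: signal is peak over basal fluorescence ratio across the kinetic read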
M4 ag = CHRM4 agonism in calcium assay. CHO-K1 hM4/Gqi5, Fluo-8 calcium fluorescence; vehicle 0%, full acetylcholine response 100%. activation, % at 3 µM. P08173. hit rate 0.14% among 360,000;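 active = activation above the run mean over all test wells plus 3 SD, cut at about 32% in these data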;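 also: peak over basal fluorescence ratio per well then scaled between controls; 0% = DMSO wells and 100% = acetylcholine at EC100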
M4 PAM = positive allosteric modulators of human muscarinic M4 receptor; CHO-K1 hM4/Gqi5, Fluo-8 calcium fluorescence, ACh EC20; 0% = ACh EC20, 100% = maximal ACh; activation, % at 3 µM; hit rate 0.4% among 360,000; AID 624126;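 active = activation above its plate's cutoff, the mean activation of sample wells plus 3 SD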; also: some results filed as inactive read as strong as hits
M5 antag = blocks acetylcholine activation of human M5 receptor; AID 624040; P08912; CHO-hM5 cells, Fluo-8 calcium fluorescence, ACh EC80; hit rate 0.59% among 360,000; inhibition, % at 3 µM;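 active = inhibition above a per-plate cutoff, the mean of that plate's test compounds plus 3 SD, cut at about 27% in these data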;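 also: 0% = acetylcholine EC80 with DMSO and 100% = DMSO without agonist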
CHRM4 antagonist = CHRM4 antagonism in calcium assay | P08173 | CHO-hM4 cells, ACh EC80, Fluo-8 calcium fluorescence | inhibition, % at 3 µM | hit rate 0.73% among 360,000;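 active = inhibition above its plate's cutoff, the mean inhibition of sample wells plus 3 SD, cut at about 27% in these data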;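 also: 0% = acetylcholine EC80 with DMSO and 100% = DMSO without agonist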
Starred values were filed as active, the others as inactive; . = not tested or not shown.

SMILES	CRFBP-R2 block	CRFR2-BP ag	CHRM5 PAM	M1 PAM	M5 ag	M4 ag	M4 PAM	M5 antag	CHRM4 antagonist
O=C(/C=C/c1ccccc1)OCCCN=C1NS(=O)(=O)c2ccccc21	-2.7	0.6	-5.5	7.2	-0.3	4.1	4.8	0.2	-2.4
COCCN(CC1CCCN(C2Cc3ccccc3C2)C1)C(=O)CCC(N)=O (configuration not stated)	-5.9	0.3	-1.1	-27.9	-7.2	0.8	-12.6	4.3	0.3
O=C(Nc1cccc([N+](=O)[O-])c1)c1cc(S(=O)(=O)Nc2ccccn2)ccc1Cl	-13.4	-0.9	-3.9	1.4	1.8	3.4	-1.7	-1.2	-1.7
CCCn1c(SCC(=O)N(CC)CC)nnc1-c1ccncc1	10.7	-0.4	3.3	-4.3	-3.8	0.2	-4.1	3.7	-14.8
O=C(COC(=O)c1cc(S(=O)(=O)N2CCOCC2)ccc1F)c1ccccc1	4.2	-0.4	-6.1	-2.1	3.2	3.2	4.3	11.5	-10.4
CCN(CC(=O)Nc1cc(C)nn1-c1nc(C)cc(C)n1)Cc1ccccc1	-30.7	0.3	4.8	14.5	-0.7	1.0	3.5	-2.5	-6.1
Cn1c(=O)cc(OCCCC(=O)N2CCN(c3ccccc3)CC2)c2ccccc21	3.2	-1.6	-9.3	7.3	2.9	10.7	-12.3	13.7	4.0
O=C(CCCN1C(=O)/C(=C\c2ccccc2)SC1=S)Nc1ccc(O)cc1	-2.1	-1.0	2.3	10.5	6.4	5.2	3.9	-3.5	-2.4
COC(=O)c1ccc(-n2c(C)cc(C(=O)COC(=O)CC3Sc4ccccc4NC3=O)c2C)cc1 (configuration not stated)	19.5	0.3	-8.4	-4.7	0.2	4.5	-10.4	0.0	-17.0
C(=C\c1ccccc1)/CNn1cnnc1	13.9	-0.9	1.7	2.7	0.0	1.2	0.2	-0.2	2.2
Cc1cc(C)cc(C(=O)Nn2cnnc2)c1	2.9	0.3	-1.3	5.6	-1.4	1.1	0.7	0.4	7.0
CCC(C(=O)NCCCN1CCN(C)CC1)n1nc(C)c2sc3ccccc3c2c1=O (configuration not stated)	-7.4	1.7	8.6	7.1	-2.9	0.0	7.3	-5.7	-11.1
COc1ccccc1NC(=O)Nc1nnc(Cc2ccc(F)cc2)s1	-21.1	0.3	-3.9	8.2	-2.3	1.8	3.1	8.4	-4.8
O=C(NN=C(Cc1ccccc1)Cc1ccccc1)c1ccccc1O	43.0	0.7	0.4	8.3	0.8	3.1	-4.0	-0.6	0.1
COc1ccc(CNc2oc(C)nc2C#N)cc1	7.2	-0.2	-0.2	7.2	-3.3	-0.1	-0.8	-4.5	1.6
Cn1c(N)c(C(=O)COC(=O)Cc2ccc(F)cc2)c(=O)n(C)c1=O	-3.3	-0.1	2.0	5.9	1.4	1.6	5.4	3.2	-3.2
O=C(NCc1ccc2c(c1)OCO2)c1cccc(S(=O)(=O)N2CCOCC2)c1	-7.3	1.0	-9.1	7.6	-2.1	2.9	11.9	4.5	-0.7
CC1CCCCN1CCCNC(=O)C1CCCN(c2ncnc3c2nc2n3CCCCC2)C1 (configuration not stated)	-11.6	0.5	1.1	3.9	-9.7	0.5	-13.2	-0.7	12.0
COc1ccc([C@H]2C[C@@H](n3cc(-c4ccc(F)cc4)nn3)[C@H](O)CN2CC2CCCCC2)cc1	18.2	-0.3	-0.5	-8.0	-0.3	-0.5	-1.0	3.0	-2.2
CC(C)=C1C2CCC1C1C(=O)N(c3nc(-c4ccc(F)cc4)c(C)s3)C(=O)C21 (configuration not stated)	2.1	-1.4	-10.2	-12.6	-9.3	-1.0	-14.5	-5.8	-4.4

3 entries from above, in markdown:
| Compound | CRFBP-R2 block | CRFR2-BP ag | CHRM5 PAM | M1 PAM | M5 ag | M4 ag | M4 PAM | M5 antag | CHRM4 antagonist |
| --- | --- | --- | --- | --- | --- | --- | --- | --- | --- |
| O=C(NCc1ccc2c(c1)OCO2)c1cccc(S(=O)(=O)N2CCOCC2)c1 | -7.3 | 1.0 | -9.1 | 7.6 | -2.1 | 2.9 | 11.9 | 4.5 | -0.7 |
| CC1CCCCN1CCCNC(=O)C1CCCN(c2ncnc3c2nc2n3CCCCC2)C1 (configuration not stated) | -11.6 | 0.5 | 1.1 | 3.9 | -9.7 | 0.5 | -13.2 | -0.7 | 12.0 |
| COc1ccc([C@H]2C[C@@H](n3cc(-c4ccc(F)cc4)nn3)[C@H](O)CN2CC2CCCCC2)cc1 | 18.2 | -0.3 | -0.5 | -8.0 | -0.3 | -0.5 | -1.0 | 3.0 | -2.2 |

(further entries)
SMILES	CRFBP-R2 block	CRFR2-BP ag	CHRM5 PAM	M1 PAM	M5 ag	M4 ag	M4 PAM	M5 antag	CHRM4 antagonist
CCN1CCN(CCCNC(=O)C2CCCN(c3nc4c(C)cc(C)cc4s3)C2)CC1 (configuration not stated)	-16.6	1.3	0.4	7.6	-4.7	-0.1	0.9	-3.0	-9.5
Cc1cc(N2CCCCC2)nc(N)n1	-46.8	235.3*	-1.6	3.1	-7.4	2.5	-4.8	-3.7	12.0
CNS(=O)(=O)c1cccc(C(=O)OCC(=O)NC2CCCC2)c1	6.1	-0.5	0.5	2.6	-3.2	1.3	13.3	7.7	16.8
COc1ccc2nc(SCC(=O)C(C)(C)C)[nH]c2c1	26.1	-3.1	-7.0	12.9	0.2	0.7	5.9	7.1	-2.5
O=C(NCC1CCCCC1)c1[nH]c(C(F)(F)F)nc1-c1ccccc1	.	.	-7.5	-6.0	2.7	7.7	-2.1	11.7	-3.0
CCCc1nc2c(s1)CCc1onc(-c3cccc([N+](=O)[O-])c3)c1-2	4.1	0.0	-0.1	8.3	2.0	-1.0	4.2	10.0	-11.3
O=C(N/N=C\c1cccnc1)c1cc(-c2ccc(Cl)s2)[nH]n1	-20.4	4.9	-0.3	5.1	2.2	6.4	-3.1	-2.1	2.0
O=C(c1cc(-c2ccc(Br)cc2)on1)N1CCc2ccccc2C1	-3.5	1.6	5.4	13.2	-2.8	1.4	2.7	6.5	-7.7
CCN1CCN(S(=O)(=O)c2ccc(Br)s2)CC1	7.1	0.5	-2.4	-10.3	-10.3	0.8	2.5	-5.4	-8.9
CCCNC(=O)COC(=O)c1cc(SC)ccc1Cl	7.7	3.7	-2.1	5.8	-2.1	0.3	-1.9	-3.1	4.0
CCN(CC)S(=O)(=O)c1ccc(N2CCCC2)c(C(=O)OCC(=O)/C(C#N)=C(\C)N)c1	-1.4	-0.4	-6.6	4.3	-10.3	3.2	7.8	-5.7	-4.3
Cc1noc(C)c1COc1ccc(C(=O)OCC(=O)Nc2c(C)n(C)n(-c3ccccc3)c2=O)cc1	10.0	0.6	-3.7	4.1	-0.6	1.4	8.2	9.7	-7.9
CC1(C(=O)Nc2ccc3ccccc3c2)CCC(=O)N1C1CCN(Cc2ccccc2)CC1 (configuration not stated)	.	.	-1.0	12.0	-1.7	5.8	5.2	4.7	1.7
CCN(CC)S(=O)(=O)N1CCC(C(=O)NCCN2CCOCC2)CC1	-19.2	2.0	-3.6	6.5	-2.2	0.2	-6.1	6.9	-6.9
CS(=O)(=O)Nc1ccccc1C(=O)Nc1cc(Cl)cc(Cl)c1	42.5	42.5	-8.6	-11.6	2.3	2.7	-6.9	0.7	6.4
O=C(C[C@H]1CC[C@H]2[C@@H](COC[C@@H](O)CN2Cc2cc(F)ccc2F)O1)NCc1ccc(Cl)cc1	.	.	-0.2	.	3.1	16.5	-4.4	-3.1	-15.7
CC(C)Cc1nnc(NC(=O)CCC(=O)Nc2ccc3cn[nH]c3c2)s1	-1.1	-1.6	-18.3	-6.2	3.5	19.5	-9.5	20.8	19.4
CCOC(=O)c1ccc(-n2nc(C)cc2C)cc1	8.8	-4.3	11.6	11.6	1.4	-0.3	11.8	-3.0	-11.4
Cc1ccc(NC(=O)Cc2nc(CSc3nnc(-c4ccc5c(c4)OCO5)o3)cs2)cc1	-19.4	1.2	-7.7	-1.9	1.4	11.8	-8.2	1.1	6.4
C=CCn1c(Cc2csc(N)n2)nnc1SCc1ccc(C(=O)OC)cc1	14.4	-0.2	-1.0	2.9	-2.1	0.3	2.0	5.7	-9.1
CC(C)CC(=O)Nc1ccc(F)c(Cl)c1	-6.1	-0.2	3.7	13.8	-0.4	0.9	13.7	-5.7	2.6
CCSc1nnc(-c2cccnc2)n1-c1ccc(Cl)c(C)c1	-16.3	0.6	6.9	5.5	-3.1	-0.4	-4.4	-6.9	9.6
Cc1cccc2cc(CN(Cc3ccco3)C(=O)c3ccco3)c(=O)[nH]c12	-18.5	3.3	-1.8	6.1	-1.3	2.7	-3.8	12.6	3.8
O=C(NC(CO)(CO)CO)c1coc(=O)c(Br)c1	8.2	-1.0	13.2	1.6	1.5	0.7	15.7	-5.4	5.7
CCN(CC)C(=O)Cn1cc(C(=O)C(=O)N2CCN(c3ccccc3)CC2)c2ccccc21	0.4	-0.2	5.4	5.8	-0.8	1.8	-0.2	-12.5	8.2
CCN(C(=O)COC(=O)c1cc([N+](=O)[O-])ccc1N1CCOCC1)c1ccccc1	7.4	0.3	-4.3	-0.2	2.0	5.7	-0.8	3.3	4.0
COc1ccc(S(=O)(=O)N2CCC[C@H]2C(=O)N2CCC[C@H]2C(=O)NCc2ccncc2)cc1C	.	.	0.4	.	-1.0	0.4	3.1	-6.7	-1.9
Cc1nn2cc(-c3ccccc3)nc2[nH]c1=O	-65.3	-2.2	-2.9	9.9	1.9	-2.0	14.9	-2.8	13.8
CCn1c(NCCCO)nc2c(c1=O)C(C)(CC)Cc1ccccc1-2 (configuration not stated)	-11.7	-1.1	0.0	2.8	0.1	7.1	-12.8	-0.4	-1.7
Cc1ccc(S(=O)(=O)/C=C2\OCc3ccccc32)cc1	.	.	6.0	.	-2.8	4.0	7.8	-4.5	-8.2
C/C(=C(\C#N)C(=O)NCCCN1CCOCC1)N(C)C	-10.2	-0.2	1.3	3.1	2.4	0.7	11.5	-1.0	6.3
CC(C)C1C(=O)N(Cc2cn(Cc3ccco3)nn2)CCS(=O)(=O)N1Cc1ccc(-c2ccc(Cl)c(Cl)c2)cc1 (configuration not stated)	-13.2	4.4	-4.5	5.1	0.4	4.2	1.4	0.4	-8.8
C=CCn1c(SCC(C)=O)nnc1-c1cc(-c2ccccc2)sc1N	-12.5	-0.9	1.3	-5.6	-1.3	0.7	-7.6	2.0	11.7
OC(C#CCN1CCCC1)(c1ccccc1)c1cccnc1 (configuration not stated)	-6.7	-0.7	-31.2	-27.8	-21.7	-0.1	-17.0	75.6*	86.0*
CCc1c(C(=O)N/N=C/c2ccco2)nnn1-c1nonc1N	-11.4	-0.6	4.0	3.4	0.5	0.1	-5.6	5.5	4.2
Oc1c(N=Nc2ccccn2)ccc2ccccc12	-90.8	99.0*	-14.0	2.9	-7.1	0.6	-0.2	33.2*	34.6*
O=C(O)CCc1ccc(-c2cccs2)n1-c1ccc(C(=O)O)cc1	-4.3	0.1	-3.7	-0.6	1.8	0.7	-0.8	-2.4	-7.1
COc1cc(-c2noc(C3CCCN(C(=O)c4ccccc4)C3)n2)cc(OC)c1OC (configuration not stated)	13.5	-1.3	-0.6	1.4	7.0	-0.4	13.6*	-21.9	-11.2
O=C(Nc1cccc(-c2cn3ccsc3n2)c1)c1ccccc1	1.8	-0.8	11.3	6.9	-3.0	7.7	6.8	6.3	2.0
COc1cc(/C=N/O)ccc1OCc1ccc(C(=O)O)cc1	8.0	1.4	5.3	3.3	0.0	-0.6	5.6	-3.2	6.8
